Assay outcomes from PubChem BioAssay.
MEKK3 PB1 HTS = modulators of MEKK3-MEK5 PB1 binding, primary screen, biochemical, wildtype MEKK3, multiplex bead flow cytometry, Alexa488-MEK5; hit rate 1.4% among 290,000; binding response (% of control), % at 10 µM; bead-based flow cytometry, Alexa488-MEK5 binding to MEKK3; actives lie on both sides; 0 = blocked by unlabeled MEK5, 100 = vehicle;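 active = binding response more than 3 SD above or below the average of its plate-row segment, actives on both sides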;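 note: Alexa488 bead fluorescence after subtracting the streptavidin-only scavenger bead signal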
Target sequence (Q99759 whole entry, looked up): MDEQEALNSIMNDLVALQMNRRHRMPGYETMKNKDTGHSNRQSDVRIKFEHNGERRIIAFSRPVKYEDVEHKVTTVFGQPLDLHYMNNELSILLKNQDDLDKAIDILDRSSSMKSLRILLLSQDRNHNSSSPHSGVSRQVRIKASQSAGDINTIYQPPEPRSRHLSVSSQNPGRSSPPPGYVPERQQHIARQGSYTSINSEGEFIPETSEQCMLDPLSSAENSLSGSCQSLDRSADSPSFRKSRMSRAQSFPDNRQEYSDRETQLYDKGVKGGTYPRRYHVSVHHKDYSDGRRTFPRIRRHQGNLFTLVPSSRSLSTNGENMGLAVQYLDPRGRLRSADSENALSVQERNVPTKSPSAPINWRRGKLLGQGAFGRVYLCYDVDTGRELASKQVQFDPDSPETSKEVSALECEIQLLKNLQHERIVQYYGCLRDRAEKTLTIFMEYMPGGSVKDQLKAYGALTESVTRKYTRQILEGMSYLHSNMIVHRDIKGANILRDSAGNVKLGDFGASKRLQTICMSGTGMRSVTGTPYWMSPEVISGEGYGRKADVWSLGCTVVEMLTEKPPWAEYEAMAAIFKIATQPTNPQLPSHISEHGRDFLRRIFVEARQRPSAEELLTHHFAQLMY
GPR7 antagonist = GPR7 receptor antagonists, primary screen, cell-based, fluorescence, single concentration; Neuropeptides B/W receptor type 1 (Homo sapiens), P48145; GPR7-expressing cells, fluorescence antagonist assay; inhibition, % at 4.4 µM; hit rate 1.1% among 290,000; AID 1861, 2009; in the data active = inhibition above about 16%, passing the limit was not always enough;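 note: cells stimulated with the agonist NPW; 0% = agonist with vehicle and 100% = vehicle without agonist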
Target sequence (P48145 whole entry, looked up): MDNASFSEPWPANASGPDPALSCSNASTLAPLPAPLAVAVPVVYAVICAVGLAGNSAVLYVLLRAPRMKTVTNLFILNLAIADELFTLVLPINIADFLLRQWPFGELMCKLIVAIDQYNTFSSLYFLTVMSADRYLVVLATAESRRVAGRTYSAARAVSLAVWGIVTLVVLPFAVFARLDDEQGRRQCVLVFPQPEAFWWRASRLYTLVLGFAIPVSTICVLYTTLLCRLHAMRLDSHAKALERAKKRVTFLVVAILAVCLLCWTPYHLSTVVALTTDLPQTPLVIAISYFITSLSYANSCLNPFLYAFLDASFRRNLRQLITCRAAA
PHOSPHO1 inh = PubChem AID 1565; recombinant PHOSPHO1, absorbance phosphatase assay; hit rate 1.1% among 290,000; inhibition, % at 13.3 µM; Phosphoethanolamine/phosphocholine phosphatase (Homo sapiens), Q8TCT1; in the data active = inhibition above about 60%
MEKK2wt PB1 HTS = modulators of MEK5 binding to wildtype MEKK2, primary screen, biochemical, multiplex bead flow cytometry, Alexa488-MEK5; AID 1531, 2009; Alexa488-MEK5 binding to MEKK2 WT; actives lie on both sides; binding response (% of control), % at 10 µM; Mitogen-activated protein kinase kinase kinase 2 (Homo sapiens), Q9Y2U5; hit rate 1.1% among 290,000; in the data active = binding response below about 67% or above about 130%
GalR3 antag = GalR3 antagonists in HEK293 cells, primary screen, cell-based, fluorescence readout; HEK293 GalR3-CNG cAMP membrane potential fluorescence; galR3 body fused to GalR1 C-terminus; inhibition, % at 3 µM; hit rate 0.44% among 360,000;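 active = inhibition above the screen-wide average plus 3 SD, cut at about 13% in these data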;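 note: forskolin and galanin both at EC90 stimulate the cells; cAMP rise reported by CNG channel membrane potential dye signal; 0% = forskolin plus galanin with DMSO and 100% = forskolin alone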
OXTR agonist = human OXTR agonists, primary screen, fluorescence, CHO-OTR cells, Fluo-8 calcium; hit rate 0.32% among 320,000; activation, % at 3 µM; Oxytocin receptor (Homo sapiens), P30559; AID 2435, 2010; Fluo-8 calcium fluorescence; normalized: DMSO 0%, oxytocin 100%;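 active = activation above the mean of all tested compounds plus 3 SD, cutoff set per screening run, cut at about 20% in these data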;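 note: peak over basal fluorescence ratio from a 100 s FLIPR kinetic read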
V1R ag counter = agonists of human V1a receptor, primary screen, counter-screen for OXTR agonist project, fluorescence, CHO-V1R cells; Vasopressin V1a receptor (Homo sapiens), P37288; hit rate 0.25% among 320,000; Fluo-8 calcium fluorescence, agonist mode; 0% DMSO, 100% 3 nM vasopressin; AID 2797, 2010; activation, % at 3 µM;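 active = activation above the mean activation of all tested compounds plus 3 SD, per screening run, cut at about 20% in these data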;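 note: signal is peak over basal fluorescence ratio across a 100 second FLIPR read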
MEKK2 mut-MEK5 = MEK5 binding signal on mutant MEKK2 PB1, primary screen, biochemical, multiplex bead flow cytometry, Alexa488-MEK5. Alexa488-MEK5 binding to MEKK2 mutant. percent response, % at 10 µM. hit rate 0.35% among 290,000. AID 1530, 2009; in the data active = percent response above about 24%, passing the limit was not always enough; note: inactives centre near 1; some results filed as inactive read as strong as hits; reference of the scale not given here
NALP1 yeast inh = NALP1 inflammasome inhibitors in reconstituted yeast, colorimetric, S. cerevisiae, triplicate retest; S. cerevisiae NALP1/ASC/caspase-1 growth, X-gal OD620, 72 h; inhibition, % at 10 µM; hit rate 0.61% among 280,000; in the data active = inhibition mostly above about 24%, no sharp cut-off; inactive = mostly below about 32%; note: some compounds called inactive have numbers as strong as hits
* = called active by the depositor; x = not tested or not shown. Compounds were not picked by outcome; overall some 5.4% were active at least once.

SMILES | MEKK3 PB1 HTS | GPR7 antagonist | PHOSPHO1 inh | MEKK2wt PB1 HTS | GalR3 antag | OXTR agonist | V1R ag counter | MEKK2 mut-MEK5 | NALP1 yeast inh
COc1cc(/C=C(\C#N)C(=O)NCc2ccccc2)ccc1OCc1ccc(C(=O)O)cc1 | 99 | -11 | 2 | 99 | -6 | -0.2 | 0.7 | 0 | 5
COc1cccc(/C=N/n2c(-c3n[nH]c4c3CCC4)n[nH]c2=S)c1OC | 102 | -12 | 10 | 96 | 5 | -0.1 | 0.2 | 1 | -8
COCCN(Cc1cc2ccccc2[nH]c1=O)C(=O)c1ccccc1OC | 113 | -2 | 6 | 117 | -1 | -0.6 | 2.2 | 5 | 26
Cc1cc(OCC(=O)NCc2cccnc2)ccc1[N+](=O)[O-] | 93 | 15 | 43 | 91 | 4 | 0.8 | 1.1 | -4 | -5
Cc1cc(C)n2c(nc3ccccc32)c1C(=O)NCc1ccccc1 | 96 | -10 | 5 | 88 | 6 | -1.6 | -0.8 | -14 | 21
O=C(c1ccco1)N1CCN(c2nc3ccccc3n3nnnc23)CC1 | 108 | -7 | 7 | 106 | 2 | 5.1 | 6.5 | 15 | 34
CC(NS(=O)(=O)c1ccccc1)C1COc2ccccc2O1 (configuration not stated) | 99 | -2 | 12 | 95 | 1 | -1.8 | -1.4 | -1 | -17
Cc1cc(N2CCOCC2)nc(SCC(=O)c2ccc(Cl)cc2)n1 | 101 | -12 | 6 | 101 | -5 | 0.3 | 1.9 | 9 | 17
COc1cc(S(=O)(=O)Nc2ncccc2C)c(OC)cc1Cl | 92 | -1 | -7 | 91 | -2 | -0.1 | 1.5 | -6 | 21
Cc1ccc(S(=O)(=O)Oc2cccc(/C=N/Nc3ccc(C(=O)O)cc3)c2)cc1 | 132* | 1 | 36 | 128 | -1 | -2.2 | -0.1 | 28 | -4
CC(=O)Nc1ccc(S(=O)(=O)Nc2cccc(-c3cn4cccnc4n3)c2)cc1 | 108 | -8 | 10 | 114 | 1 | 1.3 | 0.2 | 23 | 2
N#CCCN1CCN(S(=O)(=O)c2ccc3c(c2)OCCCO3)CC1 | 97 | -11 | -16 | 98 | -3 | 1.5 | 0.8 | -1 | -3
O=C(N1CCCCC1)N1CCN(S(=O)(=O)c2ccccc2)CC1 | 101 | -1 | 30 | 102 | -7 | 0.1 | 1.0 | 3 | 15
CCOc1ccc(NC(=O)C2CCCCN2S(=O)(=O)c2ccccc2)cc1 (configuration not stated) | 100 | 12 | 89* | 97 | -1 | -0.5 | 1.7 | 3 | 5
Cc1nn2cc(-c3ncc(C(F)(F)F)cc3Cl)cnc2c1Br | 103 | -15 | -4 | 98 | -1 | 0.0 | 0.0 | -2 | -3
CCOC(=O)c1csc(NC(=O)CC2CCCC2)n1 | 89 | -10 | 25 | 98 | 2 | 4.2 | 7.1 | -2 | -15
CC(OC(=O)c1cc2c(s1)CCCCC2)C(=O)NC(N)=O (configuration not stated) | 100 | 0 | -3 | 92 | -6 | 3.4 | 9.0 | 10 | 11
COc1cc(NC(=O)n2ncc3cc(Cl)ccc32)cc(OC)c1 | 103 | -16 | 39 | 101 | -12 | 0.6 | 7.4 | 3 | 25
O=C(O)C1=C[C@H](c2ccccc2)C[C@H](OCCCCO)O1 | 79 | x | x | 88 | -2 | -0.5 | -0.2 | -5 | x
O=C(Cn1ccc([N+](=O)[O-])n1)NCc1ccco1 | 102 | -7 | 3 | 102 | -4 | 0.8 | 1.3 | -1 | 10
Cn1c(=O)c2c(nc(OCc3cccnc3)n2Cc2ccccc2)n(C)c1=O | 100 | -19 | 3 | 104 | -2 | -1.4 | 0.2 | 0 | x
NC(=O)c1cc(S(=O)(=O)N2CCCCC2)cs1 | 102 | 1 | 24 | 104 | -1 | 0.8 | 0.6 | 2 | 28
CC1CCCCC1NC(=O)c1ccc(S(=O)(=O)NCc2ccco2)cc1 (configuration not stated) | 108 | 10 | 17 | 104 | -13 | 0.9 | -0.2 | 3 | -24
CCN1CCN(C(=O)c2ccc(Sc3ccccc3Cl)c([N+](=O)[O-])c2)CC1 | 101 | 5 | -2 | 107 | 0 | 5.8 | 5.9 | -1 | 22
Cc1cc(C)c2c3c(sc2n1)C(c1cccc(F)c1)C(C#N)=C(N)O3 (configuration not stated) | 103 | 4 | -7 | 99 | -3 | 0.2 | 0.0 | -1 | -11
CCOC(=O)C1CCN(C(=O)COC(=O)c2ccc3c(c2)C(=O)N(c2ccc(OCC)cc2)C3=O)CC1 | 105 | -3 | 28 | 98 | -6 | 12 | 8.9 | -1 | 0
CC(C)CC(C(=O)Nn1cnnc1)N1C(=O)c2ccccc2C1=O (configuration not stated) | 106 | -4 | -9 | 105 | -5 | -0.1 | 0.9 | 4 | 26
Cc1c(NC(=O)c2cc3nc(-c4ccc(Cl)cc4)cc(C(F)(F)F)n3n2)c(=O)n(-c2ccccc2)n1C | 104 | -7 | -8 | 106 | -1 | -2.0 | -0.8 | 2 | -15
O=C1C=C(NCCOC23CC4CC(CC(C4)C2)C3)C2(CCCCC2)O1 | 99 | -4 | 16 | 96 | -4 | 1.8 | 0.7 | -2 | 0
CCN1C(=O)N[C@@H](c2ccccc2)[C@H](C(C)=O)[C@H]1C | 99 | x | x | 100 | -5 | 0.5 | 1.8 | 1 | x
CCn1nnnc1SCCSc1nnnn1CC | 106 | -13 | 27 | 110 | -5 | 0.5 | -0.2 | 9 | x
N#C/C(=C\c1ccc(N2CCOCC2)c([N+](=O)[O-])c1)c1nc2ccccc2[nH]1 | 104 | -10 | 13 | 77 | -3 | 2.1 | 4.8 | 6 | 33
O=C(CSc1nnc(NC(=O)c2ccc(F)cc2)s1)NCc1ccco1 | 110 | 7 | 10 | 110 | 4 | 1.1 | 2.6 | 6 | 11
C=CCN1C(=O)C2(NC(=O)c3ccccc3N2)c2ccccc21 (configuration not stated) | 95 | 5 | -7 | 93 | -4 | 0.1 | 1.2 | -2 | 3
O=S(=O)(c1ccc2ccccc2c1)N1CCN(C2Cc3ccccc3C2)CC1 | 99 | 4 | -2 | 94 | -2 | -1.9 | -0.7 | 5 | 32
Nc1ccc(N2CCCCC2)c(S(=O)(=O)Nc2ccccc2Cl)c1 | 87 | -11 | -7 | 86 | -9 | -0.7 | -0.7 | -17 | 5
CC1CCN(CCCNC(=O)c2nn(C)c3c2CS(=O)(=O)c2ccccc2-3)CC1 | 105 | 4 | 7 | 100 | -8 | 2.6 | 0.5 | 8 | 19
O=C(NCc1ccccc1Cl)c1ccncc1 | 95 | -2 | 41 | 101 | -9 | 0.6 | 0.7 | 1 | 9
O=C(O)CCCN=C1CCCc2ccccc2N1 | 114 | -1 | 5 | 108 | 0 | -0.1 | 0.6 | 5 | 7
COc1nc(N/N=C/c2ccc(-c3cccc([N+](=O)[O-])c3)o2)nc(N2CCOCC2)n1 | 100 | -3 | 1 | 116 | x | x | x | 15 | 19

2 compounds from above, reduced to MEKK3 PB1 HTS:
Structure | MEKK3 PB1 HTS
Cc1cc(C)c2c3c(sc2n1)C(c1cccc(F)c1)C(C#N)=C(N)O3 (configuration not stated) | 103
CCOC(=O)C1CCN(C(=O)COC(=O)c2ccc3c(c2)C(=O)N(c2ccc(OCC)cc2)C3=O)CC1 | 105

Next structures
SMILES | MEKK3 PB1 HTS | GPR7 antagonist | PHOSPHO1 inh | MEKK2wt PB1 HTS | GalR3 antag | OXTR agonist | V1R ag counter | MEKK2 mut-MEK5 | NALP1 yeast inh
O=C(Nc1nc2ccccc2n1CCN1CCCCC1)c1ccc(Cl)cc1 | x | -10 | 8 | x | x | 0.0 | -0.4 | x | 0
CCOc1ccc(N(Cc2cc3ccc(C)cc3[nH]c2=O)C(=O)COC)cc1 | 107 | -2 | 17 | 104 | 0 | -0.8 | -0.2 | 9 | 3
O=C(Nc1ccon1)c1cc2ccccc2oc1=O | 95 | 3 | 7 | 99 | -5 | -0.5 | 1.3 | 0 | 52
Cc1ccc(CSCCNC(=O)c2ccc(NS(C)(=O)=O)cc2)cc1 | 102 | -1 | 32 | 104 | -2 | 1.6 | 1.5 | 1 | 18
COc1ccc(N2CCN(C(=O)c3cc4c(-c5ccc(Cl)cc5)nn(C)c4s3)CC2)cc1 | 103 | -2 | -7 | 98 | 1 | 0.8 | 0.6 | 3 | -54
Cc1cc(C(=O)OCn2nnc3ccccc3c2=O)c(C)o1 | 97 | 2 | -6 | 99 | -3 | -0.6 | -0.2 | -2 | 10
Cc1cc(S(=O)(=O)NCc2ccccc2)ccc1OCC(=O)NCC1CCCO1 (configuration not stated) | 98 | -11 | 38 | 98 | -2 | 0.9 | 0.1 | -2 | 7
COc1ccccc1NC(=O)C1=C(C)Nc2nc(-c3cccs3)nn2C1c1cccnc1 (configuration not stated) | 101 | 3 | -7 | 100 | 0 | 0.1 | -0.3 | 0 | 5
CCOC(=O)C1CCN(C(=O)Cn2nc(C)n3c(cc4cc(C)ccc43)c2=O)CC1 | 98 | 2 | 32 | 100 | -5 | 0.6 | 1.1 | -2 | 15
CCN(CC)c1ccc(NC(=O)CCc2nnc3ccc(N4CCCCC4)nn23)c(C)c1 | 99 | -2 | 23 | 99 | 1 | -1.3 | 1.9 | 0 | 15
CC1CCN(c2nc3ccccc3nc2N2CCC(C)CC2)CC1 | x | -2 | 16 | x | x | 0.1 | 0.0 | x | 10
Cc1ccc2nsnc2c1S(=O)(=O)Nc1ccccc1C(=O)O | 99 | -14 | x | 99 | -6 | -0.1 | 0.2 | 6 | 0
Cc1cccc[n+]1CC(=O)c1ccc(NC(=O)c2ccccc2)cc1 | 102 | -12 | -30 | 107 | -2 | 2.7 | 1.6 | 5 | 14
COc1ccc(-c2ccccc2)c2oc(-c3ccco3)cc(=O)c12 | 102 | x | x | 100 | x | -1.1 | -1.6 | 5 | x
O=C(O)C1CC(O)CN1c1nc(Cl)ccc1[N+](=O)[O-] (configuration not stated) | 106 | -10 | 8 | 107 | -3 | -0.1 | 1.6 | 2 | 4
Cc1cccc(NC(=O)CSc2nnc(-c3ccc(S(=O)(=O)N4CCCC4)cc3)o2)c1 | 97 | 15 | 32 | 100 | x | 0.9 | 2.4 | -4 | 6
Cc1ccc(-c2n[nH]c(=O)c3ccccc23)c(C)c1 | 105 | -24 | -24 | 105 | -8 | -1.5 | 2.2 | 1 | 14
O=S1(=O)CCN(Cc2ccccn2)CC1 | 111 | -9 | 34 | 107 | -7 | 0.5 | 0.5 | 7 | 2
O=C(O)c1ccc(Cn2cc(Cl)cn2)cc1 | 103 | 3 | -18 | 106 | -6 | 0.6 | 0.6 | 4 | 16
O=C(CN1CCCC1)Nc1c(C(=O)C2CC2)oc2ccccc12 | 99 | -14 | 20 | 102 | -6 | -2.6 | -0.3 | -3 | 26
COC(=O)c1ccc(NCCc2csc(-c3ccc(C)cc3)n2)c([N+](=O)[O-])c1 | 90 | -7 | 4 | 91 | -5 | 0.8 | -0.9 | -14 | 17
